# CYP2C19 inhib: blocks human cytochrome P450 2C19; inhibition, % at 5 µM; P33261; CYP2C19 Supersomes, luciferin-H EGE luminescence, 30 min; 96,000 compounds, 21% hits;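 active means CYP2C19 inhibition above a set limit at 5 µM in the primary screen, cut at about 50% in these data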;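 further: plate controls were negative control wells for no effect and 2.5 mM tranylcypromine positive control for full effect; values of inactives mirror those of a sister screen read the other way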
# Target sequence (P33261 whole entry, looked up): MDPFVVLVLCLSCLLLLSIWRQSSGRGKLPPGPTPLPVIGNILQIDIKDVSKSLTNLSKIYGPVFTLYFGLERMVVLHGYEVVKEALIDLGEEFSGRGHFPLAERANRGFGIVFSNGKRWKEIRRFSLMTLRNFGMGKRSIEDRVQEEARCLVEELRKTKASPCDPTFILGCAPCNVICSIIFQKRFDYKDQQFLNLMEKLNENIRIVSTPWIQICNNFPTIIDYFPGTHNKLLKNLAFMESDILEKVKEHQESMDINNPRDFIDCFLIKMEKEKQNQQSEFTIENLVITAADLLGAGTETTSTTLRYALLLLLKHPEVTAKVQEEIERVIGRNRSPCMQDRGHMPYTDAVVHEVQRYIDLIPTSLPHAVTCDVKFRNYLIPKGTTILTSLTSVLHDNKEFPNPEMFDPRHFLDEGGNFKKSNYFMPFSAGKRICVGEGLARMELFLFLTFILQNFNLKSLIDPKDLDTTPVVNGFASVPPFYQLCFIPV
# Calb biofilm kill: kills Candida albicans biofilms | C. albicans biofilm + clotrimazole, Alamar Blue | inhibition, % at 6 µM | 85,000 compounds, 0.14% hits | AID 834;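 active means inhibition above 20%; inactive means inhibition below 20%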;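 further: preformed 24 hr biofilms exposed to compound for 48 hr; 0% = biofilm without compound and 100% = blank killed by clotrimazole plus chlorhexidine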
# CYP2C19 act: cytochrome P450 2C19 (human) activation; P33261; activation factor at 5 µM; recombinant CYP2C19, luciferin-H EGE luminescence; hits give high values; 0 = fully inhibited enzyme, 1 = untreated enzyme; AID 1025; 96,000 tested, under 10 active;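 active means activation factor of at least 2 at 5 µM in the primary screen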;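 further: 0 = wells with 2.5 mM tranylcypromine and 1 = vehicle-only wells; values of inactives mirror those of a sister screen read the other way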
# VCAM1 TNFa inh: reduces TNF alpha induced VCAM1 expression in HUVEC | HUVEC TNFa-induced VCAM-1 immunofluorescence, high-content imaging | inhibition, % at 2 µM | 95,000 compounds, 0.48% hits | AID 802;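 active means inhibition above the batch mean plus 3 SD, with images confirmed as a hit by eye, cut at about 37% in these data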;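 further: 0% = TNF-stimulated DMSO wells and 100% = unstimulated control wells; not every result past the cut was called active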
# TNFa cytotox: toxic to HUVEC cells under TNF alpha stimulation; HUVEC TNFalpha-stimulated, Hoechst cell count, imaging; cell count reduction, % at 2 µM; 93,000 compounds, 0.17% hits; AID 848;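 active means cell count reduction exceeding the screen mean by over 5 SD, scaled to untreated wells per plate, cut at about 78% in these data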;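 further: cells counted after 24 h of TNF alpha exposure following the 1 h pretreatment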
# IL1B cytotox: HUVEC cytotoxicity counter-screen, IL-1B stimulated. HUVEC cell count loss, Hoechst imaging. cell count reduction, % at 2 µM. 94,000 compounds, 0.41% hits;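 active means cell count reduction more than 3 SD above the screen-wide mean, cut at about 70% in these data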;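 further: normalized per plate to untreated control cells as the no-loss baseline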
# CYP2C9 inhib: human CYP2C9 inhibition; CYP2C9 Supersomes, luciferin-H conversion, luminescence; inhibition, % at 5 µM; 96,000 compounds, 20% hits; AID 777;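 active means blocking of liver enzyme CYP2C9 beyond about 50% at 5 µM, limit read from the data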; further: values of inactives mirror those of a sister screen read the other way
# Target sequence (P11712 whole entry, looked up): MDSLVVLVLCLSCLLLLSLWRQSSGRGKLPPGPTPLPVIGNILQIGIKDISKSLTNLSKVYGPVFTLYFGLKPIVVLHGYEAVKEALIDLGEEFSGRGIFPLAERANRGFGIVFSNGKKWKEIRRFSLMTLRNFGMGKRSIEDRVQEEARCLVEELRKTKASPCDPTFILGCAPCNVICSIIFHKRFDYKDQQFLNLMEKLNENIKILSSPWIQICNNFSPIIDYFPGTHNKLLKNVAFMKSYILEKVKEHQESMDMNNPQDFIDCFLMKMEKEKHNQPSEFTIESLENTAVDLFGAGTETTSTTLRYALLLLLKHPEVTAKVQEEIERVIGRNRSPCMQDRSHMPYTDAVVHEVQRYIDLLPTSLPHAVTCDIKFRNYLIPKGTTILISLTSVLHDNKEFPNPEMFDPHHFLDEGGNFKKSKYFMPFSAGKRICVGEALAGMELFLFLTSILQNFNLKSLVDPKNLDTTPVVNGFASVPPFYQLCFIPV
# CYP2C9 act: activators of human CYP2C9; recombinant CYP2C9, luciferin-H conversion, luminescence; hits give high values; factor 1 = untreated enzyme, 0 = blocked; activation factor at 5 µM; 96,000 compounds, 1.4% hits; AID 1024;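 active means activation factor of 2 or more for CYP2C9 at a 5 µM dose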;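 further: 0 = sulfaphenazole-blocked wells and 1 = vehicle-only wells; values of inactives mirror those of a sister screen read the other way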
# DAT uptake mod: modulates human dopamine transporter uptake under cocaine; AID 449768; 110,000 compounds, 1.3% hits; Q01959; LLC-PK1 hDAT cells, [14C]-dopamine uptake with cocaine IC80; actives deviate in either direction; B-score at 10 µM;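 active means Z score or B-score, a plate-position-corrected score, falls beyond the plate's 99.7% confidence bounds, in either direction; inactive means both scores lie inside the 99.7% bounds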;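 further: scored against the spread of the other compound wells on the same plate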
# An asterisk follows results filed as active; x = not tested or not shown.
SMILES,CYP2C19 inhib,Calb biofilm kill,CYP2C19 act,VCAM1 TNFa inh,TNFa cytotox,IL1B cytotox,CYP2C9 inhib,CYP2C9 act,DAT uptake mod
C=CCOc1c(CNc2cccc(C(=O)O)c2)cccc1OC,13,x,0.9,-13,-41,9,48,0.5,-0.019
CC1(C)CC(=O)C2=C(C1)OC(N)=C(C#N)C2c1ccc(OC(=O)N2CCOCC2)cc1 (stereo unspecified),32,-1,0.7,-12,1,-4,60*,0.4,0.4
CCCc1cc(=O)oc2cc3oc(C)c(C)c3cc12,72*,4,0.3,27,-21,5,36,0.6,x
CCOC(=O)c1nnn(-c2nonc2-n2cccc2)c1CCl,23,1,0.8,-21,-14,-11,68*,0.3,-2.5
Clc1ncnc2scc(-c3ccccc3)c12,33,x,0.7,5,-12,-10,9,0.9,-0.17
Cc1cccc(-c2nc(CS(=O)CC(=O)N3CCc4ccccc4C3)c(C)o2)c1 (stereo unspecified),7,-1,0.9,15,-43,-4,42,0.6,1.3
O=C(Cn1cnc2c(nnn2Cc2ccccc2F)c1=O)NCC1CCCO1 (stereo unspecified),x,7,x,0,5,-14,x,x,-0.42
O=C(c1ccc2c3c(cccc13)CC2)N1CCOCC1,34,10,0.7,-11,0,-8,-112,2.1*,-1.5
CCCC(C(=O)NC1CCCC1)N(C(=O)Cn1nnc(-c2ccc(C)o2)n1)c1ccccc1OC (stereo unspecified),88*,11,0.1,10,-21,-2,81*,0.2,0.78
CCOC(=O)C(NC(=O)Nc1cccc(C)n1)(OCC(F)(F)F)C(F)(F)F (stereo unspecified),20,-2,0.8,10,7,14,38,0.6,-1.1
NC(=O)CSc1nnc(CNc2cccc(Cl)c2)n1CCc1ccccc1,20,6,0.8,-8,-14,-24,8,0.9,2.6
CCN1CCN(c2cc(=O)n(C3CCCCC3)c(=O)[nH]2)CC1,-13,-1,1.1,4,-9,52,-15,1.1,0.18
CCCN(CCC)CCSc1nc(O)c(C(C)C)c(=O)[nH]1,-6,7,1.1,x,x,x,0,1,-0.031
Cc1csc(NC(=O)c2nc(-c3ccccc3)n(-c3ccccc3)n2)n1,43,7,0.6,x,x,x,75*,0.2,1.6
CCOc1cccc(C(=O)Nc2cnn(Cc3ccccc3)c2)c1,9,x,0.9,18,2,-19,11,0.9,-0.11
COc1ccc(C(=O)NCC(=O)NCC2(N(C)C)CCCCC2)cc1OC,-21,x,1.2,-6,-12,10,-18,1.2,-0.86
CC(=O)Nc1n[nH]c(S(=O)(=O)Cc2ccc(Cl)cc2Cl)n1,4,8,1,10,-41,6,-22,1.2,-1.1
CCc1ccc(-c2nnn(CCC(=O)OC)n2)cc1,14,6,0.9,-6,15,-5,-14,1.1,-0.36
COc1ccc(S(=O)(=O)N2CCCN(CC(=O)Nc3ccc(OC)c(Cl)c3)CC2)cc1,59*,-3,0.4,-9,-5,3,-6,1.1,0.26
CCCOc1ccc(N2C(=O)CC(NCCc3ccc(S(N)(=O)=O)cc3)C2=O)cc1 (stereo unspecified),-3,4,1,11,-13,2,10,0.9,-0.45
Cc1c(C(=O)Nc2ccccc2)sc2nc(-c3ccccc3)cn12,70*,7,0.3,-5,2,-22,76*,0.2,0.44
N#Cc1cc(-c2ccccc2)oc1NC(=O)c1ccco1,-9,6,1.1,3,-16,-8,32,0.7,-8.8*
C[N+]1(CCCCCCC(=O)/C=N/O)CCCCCC1,7,9,0.9,8,-2,3,4,1,-0.66
O=C(Cc1cnn(-c2ccccc2)c1)c1ccc(O)c(O)c1O,65*,9,0.3,-2,-14,-144,79*,0.2,0.04

# In the list so far, seven contain a halogen:
SMILES,CYP2C19 inhib,Calb biofilm kill,CYP2C19 act,VCAM1 TNFa inh,TNFa cytotox,IL1B cytotox,CYP2C9 inhib,CYP2C9 act,DAT uptake mod
CCOC(=O)c1nnn(-c2nonc2-n2cccc2)c1CCl,23,1,0.8,-21,-14,-11,68*,0.3,-2.5
Clc1ncnc2scc(-c3ccccc3)c12,33,x,0.7,5,-12,-10,9,0.9,-0.17
O=C(Cn1cnc2c(nnn2Cc2ccccc2F)c1=O)NCC1CCCO1 (stereo unspecified),x,7,x,0,5,-14,x,x,-0.42
CCOC(=O)C(NC(=O)Nc1cccc(C)n1)(OCC(F)(F)F)C(F)(F)F (stereo unspecified),20,-2,0.8,10,7,14,38,0.6,-1.1
NC(=O)CSc1nnc(CNc2cccc(Cl)c2)n1CCc1ccccc1,20,6,0.8,-8,-14,-24,8,0.9,2.6
CC(=O)Nc1n[nH]c(S(=O)(=O)Cc2ccc(Cl)cc2Cl)n1,4,8,1,10,-41,6,-22,1.2,-1.1
COc1ccc(S(=O)(=O)N2CCCN(CC(=O)Nc3ccc(OC)c(Cl)c3)CC2)cc1,59*,-3,0.4,-9,-5,3,-6,1.1,0.26

# (listing goes on)
SMILES,CYP2C19 inhib,Calb biofilm kill,CYP2C19 act,VCAM1 TNFa inh,TNFa cytotox,IL1B cytotox,CYP2C9 inhib,CYP2C9 act,DAT uptake mod
Cc1ccc(Sc2nc(-c3ccccc3)ccc2C#N)cc1,-1,x,1,3,-10,-11,19,0.8,-0.28
Cc1cc2cc(CN(Cc3ccc4c(c3)OCO4)C(=O)c3ccco3)c(=O)[nH]c2cc1C,16,2,0.8,-2,-9,-12,45,0.5,1.1
CCN(CC)C(=O)c1cc(-c2ccc(Br)cc2)on1,4,7,1,-15,4,0,4,1,0.23
CCCOc1ccc(C2C(C(=O)OC)=C(C)N=C3SCCC(=O)N32)cc1OCC (stereo unspecified),23,x,0.8,7,-12,-21,38,0.6,0.72
Cc1ccccc1/C=N\NC(=O)c1csnn1,2,x,1,-1,2,-12,-8,1.1,0.43
COc1ccc(CCn2c(N)cc(=O)[nH]c2=S)cc1OC,1,9,1,2,-20,-28,-6,1.1,0.069
CCOC(=O)CNC(=O)CSc1nc2cccnc2n1C1CCCCC1,16,0,0.8,-2,-27,-6,2,1,0.67
O=S(=O)(NC1CCCC1)c1ccc(S(=O)(=O)N(Cc2cccs2)CC2CCCO2)cc1 (stereo unspecified),97*,6,0,-4,-11,-3,97*,0,0.99
CC(=O)/C=N/Nc1ccccc1,-6,x,1.1,3,-11,1,60*,0.4,0.12
COc1ccccc1CC(=O)O/N=C(\N)c1cccc([N+](=O)[O-])c1,2,x,1,1,0,-2,5,0.9,0.51
ON1C(c2ccc(Cl)cc2Cl)N(O)[C@H]2CCCC[C@H]21 (stereo partly specified),48,5,0.5,10,-16,-60,0,1,0.094
Cc1csc2c(=O)n3c(nc12)CCCCC3,22,8,0.8,2,-6,-10,23,0.8,-0.0078
Oc1ccccc1-c1nnc(COc2ccccc2)o1,16,1,0.8,12,-13,0,0,1,-0.39
Cc1cccc(C)c1NC(=O)c1ccc(-c2ccc(Cl)cc2Cl)o1,-1,-4,1,-8,2,7,24,0.8,-0.08
O=C(Nc1nnc(CCN2CCOCC2)s1)c1ccccc1,1,3,1,22,1,-28,-1,1,-0.018
Cc1ccccc1N(C)C(=O)c1coc(=O)c2ccccc12,22,3,0.8,-2,-12,0,-14,1.1,-0.25
Cn1c(SCCSc2nnc(-c3ccccc3)n2C)nnc1-c1ccccc1,-2,3,1,x,x,x,0,1,x
CCC1CC2(C)NC(=O)c3c(sc4c3CC(C)(C)OC4)N2C1=O (stereo unspecified),1,2,1,63,65,-3,7,0.9,0.62
O=C(CSc1nnc(C2CC2)n1Cc1ccccc1)NCc1ccccc1,26,5,0.7,16,-28,-5,18,0.8,x
COCC(=O)Nc1cccc(Br)c1,2,2,1,5,0,-20,-23,1.2,-0.033
Cc1c(F)cccc1NC(=O)CSCC(=O)Nc1ccccc1,56*,3,0.4,11,-23,-13,56*,0.4,-0.039
CC1CCCC(NC(=O)c2ccc(CNc3c(N4CCCC4)c(=O)c3=O)cc2)C1C (stereo unspecified),0,2,1,x,x,x,-1,1,1.7
O=C(COC(=O)CNC(=O)c1ccco1)NCCN1C(=O)CSC1=O,-1,0,1,10,-19,-14,-3,1,-1.2
CCCCOC(=O)Nc1cc(C(=O)OC)ccc1C(=O)OC,15,3,0.8,x,x,x,23,0.8,1.7
O=C(O)CC(c1ccc(Cl)cc1)n1cccc1 (stereo unspecified),-10,4,1.1,-9,-8,-30,9,0.9,0.18
O=C(CNC(=O)Cc1ccccc1)NCC(=O)OCC(=O)c1ccccc1Cl,2,x,1,3,-1,-69,-33,1.3,-1.3
COc1ccc(C(=O)n2nc(-c3ccccc3)nc2SC)cc1,31,x,0.7,18,10,-7,11,0.9,0.41
COc1ccc(NC(=O)CSc2c(C)n[nH]c2C)cc1,1,1,1,-4,-20,-1,8,0.9,-1.4
O=C1c2ccccc2C(Nc2ccc(F)c(Cl)c2)N1Cc1ccco1 (stereo unspecified),66*,-18,0.3,12,-41,-4,40,0.6,-1.2
Cc1c(NC(=O)COC(=O)Cc2ccc(Cl)cc2)c(=O)n(-c2ccccc2)n1C,5,-4,1,x,x,x,9,0.9,-0.31
CCN(CC)S(=O)(=O)c1cc(C(=O)Oc2cccc(-c3cnc4ccccc4n3)c2)ccc1Br,64*,x,0.4,-3,-4,0,47,0.5,-0.61
O=C(O)CCC(=O)Nc1nc2nc(-c3ccccc3)cc(-c3ccccc3)n2n1,0,x,1,6,-15,6,6,0.9,x
Cc1ccc(S(=O)(=O)NC(C)(C)CSc2nnc(N)s2)cc1,99*,4,0,-3,0,-16,80*,0.2,-0.48
C/C(=N\N=C1\NC(=O)CC(C(=O)O)S1)c1cccs1 (stereo unspecified),-1,x,1,6,-11,-24,-3,1,-0.97
O=C(CSc1ncnc2nc[nH]c12)N1CCN(c2ccc(Cl)cc2)CC1,11,6,0.9,3,2,-17,3,1,0.057
CC(=O)Oc1oc(-c2ccccc2)nc1/C=N/c1ccccn1,38,-1,0.6,-89,-18,-22,21,0.8,-1.4
COc1ccc(-c2noc(COc3ccc(C)c(C)c3)n2)cc1OC,73*,1,0.3,6,-6,-20,37,0.6,0.29
COCCCNS(=O)(=O)c1ccc2c(c1)OCCO2,78*,8,0.2,x,x,x,-51,1.5,0.43
COC(=O)[C@@H](NC(=O)NC1CCN(Cc2ccccc2)CC1)C(C)C,7,5,0.9,-14,-13,-3,-10,1.1,-0.45
COc1cc(/C=N/NC(=O)c2cc(C34CC5CC(CC(C5)C3)C4)[nH]n2)ccc1O,22,x,0.8,-19,10,23,-56,1.6,0.48
S=c1[nH]nc(-c2cccnc2)o1,-9,3,1.1,7,-19,-8,-1,1,1.8

# Three entries from above, arranged by number of heavy atoms, largest number first:
SMILES,CYP2C19 inhib,Calb biofilm kill,CYP2C19 act,VCAM1 TNFa inh,TNFa cytotox,IL1B cytotox,CYP2C9 inhib,CYP2C9 act,DAT uptake mod
COc1cc(/C=N/NC(=O)c2cc(C34CC5CC(CC(C5)C3)C4)[nH]n2)ccc1O,22,x,0.8,-19,10,23,-56,1.6,0.48
CC(=O)Oc1oc(-c2ccccc2)nc1/C=N/c1ccccn1,38,-1,0.6,-89,-18,-22,21,0.8,-1.4
COCCCNS(=O)(=O)c1ccc2c(c1)OCCO2,78*,8,0.2,x,x,x,-51,1.5,0.43
